HP1b binding inh – HP1-beta chromodomain-methylated histone interaction inhibition; P83916; AlphaScreen HP1-beta / biotin-H3K9me3 peptide binding; Potency, µM (doses to about 114 µM), without a hit: at the highest dose activity change, negative = inhibition, usual class: inhibitors; 390,000 compounds, 0.56% hits; AID 540317; note: nearly all actives have a fitted effect of over 70% in size; inactives centre near 23
Target sequence (P83916 whole entry, looked up): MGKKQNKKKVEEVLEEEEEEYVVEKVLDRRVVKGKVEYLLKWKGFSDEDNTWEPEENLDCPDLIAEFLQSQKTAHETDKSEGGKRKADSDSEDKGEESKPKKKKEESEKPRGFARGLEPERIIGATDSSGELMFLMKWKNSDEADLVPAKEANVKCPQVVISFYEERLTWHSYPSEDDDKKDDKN
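Compound inhibition of the preformed complex between 50 nM HP1-beta and 50 nM biotinylated H3K9me3 peptide was read by AlphaScreen. Buffer was PBS pH 7.4 with 0.01% Tween-20. Incubations ran 30 min at room temperature, with 10 ug/mL donor/acceptor beads.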
RGS4 inhibitor – human RGS4 inhibition. P49798. Transcreener GDP fluorescence polarization, RGS4-accelerated GTP hydrolysis. Potency, µM (doses to about 114 µM), without a hit: at the highest dose activity change, negative = inhibition, actives largely listed as inhibitors. 390,000 compounds, 0.039% hits; note: % is set by controls: 0 for no effect and ±100 for the full control effect; nearly all actives have a fitted effect of over 75% in size; some results filed as inactive show a strong effect at the top dose
Target sequence (P49798 whole entry, looked up): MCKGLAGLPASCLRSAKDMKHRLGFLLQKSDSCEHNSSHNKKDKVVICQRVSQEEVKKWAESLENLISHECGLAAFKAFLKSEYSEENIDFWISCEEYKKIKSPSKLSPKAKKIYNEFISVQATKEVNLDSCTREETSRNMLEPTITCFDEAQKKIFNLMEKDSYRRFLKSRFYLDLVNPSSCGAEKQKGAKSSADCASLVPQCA
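MLSMR compounds (23 nl, pin-transferred) preincubated 10 min at room temperature with a 500nM (2x) first reagent, then RGS4 at 900nM (2x) plus Transcreener GDP mix added; fluorescence polarization (620/688 nm) read before and after 90 min at 30 °C.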
JMJD2A Tudor – inhibitors of human JMJD2A Tudor domain | O75164 | AlphaScreen JMJD2A-Tudor / H3K4me3 peptide binding | Potency, µM (highest dose often 114 µM), for the others: at the highest dose activity change, negative = inhibition, usual class: inhibitors | 390,000 compounds, 4.4% hits | AID 504339; note: % is set by controls: 0 for no effect and ±100 for the full control effect; nearly all actives have a fitted effect of over 50% in size
ALOX12 inh – blocks human arachidonate 12S-lipoxygenase; purified 12hLO, xylenol orange hydroperoxide absorbance; Potency, µM (top dose mostly 108 µM), inactives show at the highest dose activity change, negative = inhibition, most hits filed as inhibitors; 580,000 compounds, 1.1% hits; AID 1671190; note: % is set by controls: 0 for no effect and ±100 for the full control effect
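Hydroperoxide product was detected by ferrous iron/xylenol orange as the 573 to 405 nm absorbance ratio. Arachidonic acid at 40 uM (final) was turned over for 30 min at room temperature by 150 nM human 12hLO, pH 7.0 Hepes buffer, after 15 min compound preincubation.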
PGK inhibitor – blocks T. brucei phosphoglycerate kinase. P07378. PGK/GAPDH coupled, Kinase-Glo luminescence, 60 min. Potency, µM (titrated, usually from 57.5 µM), for inactives: at the highest dose activity change, negative = inhibition, hits mostly inhibitors. 380,000 compounds, 0.043% hits; note: % is set by controls: 0 for no effect and ±100 for the full control effect; nearly all actives have a fitted effect of over 60% in size
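Recombinant glycosomal PGK reaction used 1,3-bisphosphoglycerate generated in-well by GAPDH (100nM final) in 100mM TEA pH 7.6, 5mM MgCl2, 0.01% Tween-20. After 60 minutes at room temperature, ATP was read by Kinase-Glo Plus luminescence end-point.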
GLS inh – glutaminase GLS (human) inhibition; O94925; GLS enzymatic activity, qHTS titration; Potency, µM (titrated, usually from 45.5 µM), without a hit: top-dose activity change, negative = inhibition, most hits filed as inhibitors; 410,000 compounds, 0.21% hits; note: % is set by controls: 0 for no effect and ±100 for the full control effect
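Human kidney-isoform GLS in 45 mM KH2PO4 pH 8.2, 0.02% Tween-20, with compound, started with 1mM L-Glutamine (added stock). Glutamate oxidase/HRP/Amplex red coupled fluorescence read at start and after 30 min at RT.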
TrxR1 inh – blocks rat thioredoxin reductase 1 | 390,000 compounds, 1% hits | Potency, µM (top dose mostly 114 µM), for the others: at the top dose activity change, negative = inhibition, most hits filed as inhibitors | AID 588453 | recombinant rTrxR1, NADPH fluorescence consumption, selenite substrate; note: % is set by controls: 0 for no effect and ±100 for the full control effect; nearly all actives have a fitted effect of over 65% in size
Target sequence (O89049 whole entry, looked up): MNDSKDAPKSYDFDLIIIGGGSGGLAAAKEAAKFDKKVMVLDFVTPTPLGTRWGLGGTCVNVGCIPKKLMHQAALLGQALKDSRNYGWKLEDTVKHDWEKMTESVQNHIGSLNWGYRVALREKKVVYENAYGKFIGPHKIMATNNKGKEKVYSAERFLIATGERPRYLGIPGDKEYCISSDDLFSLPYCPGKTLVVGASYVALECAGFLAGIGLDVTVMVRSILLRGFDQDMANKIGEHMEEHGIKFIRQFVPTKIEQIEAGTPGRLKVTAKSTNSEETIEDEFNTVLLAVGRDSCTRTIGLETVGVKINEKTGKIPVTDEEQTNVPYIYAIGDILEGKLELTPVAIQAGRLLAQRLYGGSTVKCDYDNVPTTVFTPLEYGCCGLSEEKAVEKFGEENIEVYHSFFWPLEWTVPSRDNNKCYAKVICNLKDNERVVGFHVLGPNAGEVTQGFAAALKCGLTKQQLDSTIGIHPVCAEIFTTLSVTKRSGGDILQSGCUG
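Rat TrxR1 (90 nM in the dispensed reagent) was pre-reduced with 400 uM NADPH for 5 min at room temperature, then incubated with compound for 15 min. After 400 uM selenite was added, NADPH fluorescence (Ex 340/Em 450 nm) was followed for 8 min.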
Pin1 inhibitor – inhibitors of human Pin1 | 390,000 compounds, 0.009% hits | Potency, µM (top dose mostly 115 µM), without a hit: at the highest dose activity, negative = inhibition, actives largely listed as inhibitors | Pin1 FP peptide displacement, HiFluor488, 10 min | Q13526; active = well fitted inhibition curve with a large enough effect in the polarisation, with a control signal flat, not every such curve was filed as active; inconclusive = small, poorly fitted or top-dose-only effect, or effect the other way, or a change in a side signal; inactive = no such curve, though single readings can be large or run the other way; the % refers to the polarisation; note: % is set by controls: 0 for no effect and ±100 for the full control effect
Target sequence (Q13526 whole entry, looked up): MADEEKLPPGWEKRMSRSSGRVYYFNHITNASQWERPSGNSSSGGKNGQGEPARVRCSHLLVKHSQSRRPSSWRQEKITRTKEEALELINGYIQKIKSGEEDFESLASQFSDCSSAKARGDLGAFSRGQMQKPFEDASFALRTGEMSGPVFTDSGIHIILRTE
ERG Ets-DNA blk – ERG Ets/DNA interaction inhibition | 370,000 compounds, 0.028% hits | fluorescence polarization, His-ERG Ets domain / labelled DNA | Potency, µM (top dose mostly 76.9 µM), without a hit: top-dose FP activity, negative = inhibition, hits mostly inhibitors; active = well fitted inhibition curve with a large enough effect in the polarisation, with a control signal flat; inconclusive = small, poorly fitted or top-dose-only effect, or effect the other way, or a change in a side signal; inactive = no such curve, though single readings can be large or run the other way; the % refers to the polarisation;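 note: polarization taken with two DNA probes labelled with fluorescein and Texas red; % of control where 0% means no effect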
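His-tagged ERG Ets domain (1 uM in the protein solution; 300mM KCl, 50mM Tris-HCl, 1mM EDTA, 1mM DTT, pH 7.5) received compound, then a probe mix of 5 nM fluorescein-DNA and 100nM Texas-615-DNA. Fluorescence polarization was read for both dyes.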
An asterisk follows results filed as active; i = inactive; ? = inconclusive; [ ] = remark or other dose. Unless noted, calls come from the whole dose curve; as a rule, active = well fitted curve in the direction sought with a large enough effect; inconclusive = small, poorly fitted or top-dose-only effect, or another doubt; inactive = no such curve, though single readings can be large; an effect the other way counts as inactive or inconclusive. Potency is the fitted concentration of half-maximal effect. Some of the compounds tested; the hit share may differ from the screen's.

SMILES | HP1b binding inh | RGS4 inhibitor | JMJD2A Tudor | ALOX12 inh | PGK inhibitor | GLS inh | TrxR1 inh | Pin1 inhibitor | ERG Ets-DNA blk
O=C(CSc1nc2ccccc2[nH]1)NC(=O)NCc1ccco1 | -13% | -21% | -32% | ? | -13% | 1% | -17% | ? | 9%
COC(=O)c1ccc(Cn2cc([N+](=O)[O-])cn2)cc1 | 28% | -42% | 1% | 132%[activator] | -9% | 3% | 16%[11.4 µM] | 1% | -29%
O=C(c1ccc(Br)s1)N1CCCC1 | 21% | 7% | -6% | 10% | 12% | 10% | 16% | -1% | 1%
Nc1nnc(SCc2cccc(C(F)(F)F)c2)s1 | 14% | 4% | -23% | 8% | i | 0% | 9%[57.1 µM] | 1% | 6%
Cc1cc(Cl)ccc1OCC(=O)Nc1ccccc1N1CCOCC1 | 48%[activator] | 7%[11.4 µM] | 13%[57.1 µM] | 0% | 2% | 1% | 12%[57.1 µM] | 0% | 0%
O=C(C[n+]1cc(-c2ccccc2)n2c1CCC2)OCc1ccccc1 | 21% | 7% | -11% | 8% | 14% | 5% | 9% | 1% | -3%
O=C(NC1CCCCC1)c1ccc(Cn2c(SCc3ccccc3)nc3cccnc32)cc1 | 2% | -2% | -9% | ? | -9% | 13% | 14% | 0% | 7%
COc1ccc(CCN2C(=O)C3C4CC(C5C(C(=O)NN)=NOC45)C3C2=O)cc1OC (configuration not stated) | 28% | 59%[activator] | -13% | ? | 4% | -7% | 0%[57.1 µM] | -10% | -2%
Cc1noc(C)c1C(=O)OCC(=O)Nc1ccc(N2CCOCC2)cc1 | 26% | -29% | 0% | ? | 2% | 25% | 18% | -4% | 3%
COC(=O)c1scc(C)c1NC(=O)c1ccccc1F | 43%[activator] | -3% | -7% | 0% | -5% | -13% | -1%[57.1 µM] | 5% | 0%
CS(=O)c1ccccc1-c1nc(-c2ccc(Cl)cc2)no1 (configuration not stated) | 40%[activator] | 36% | -4% | -3% | 2% | -18% | 19%[57.1 µM] | 6% | -10%
O=C1N=C(N2CCN(c3cccc4ccccc34)CC2)S/C1=C/c1cccs1 | -17% | -24% | -26% | 0% | 0% | 8% | 17%[57.1 µM] | 1% | 10%
CCC1(c2ccccc2)NC(=O)N(CC(=O)N(C)CC(=O)Nc2cccc(F)c2)C1=O (configuration not stated) | 46%[activator] | -6% | -3% | i | 0% | -1% | -8% | -5% | -7%
CCCCNCc1cc2ccccc2o1 | 3% | 9%[11.4 µM] | -11%[11.4 µM] | -4% | -2% | -3% | 13% | -23% | -7%
COc1cc(C(C)=O)ccc1COc1ccc(C(=O)OCC(=O)NC2CCS(=O)(=O)C2)cc1OC (configuration not stated) | 33% | -20% | -12% | -25% | 0% | -5% | 12%[57.1 µM] | 7% | -5%
Cc1ccc(S(=O)(=O)N2CC3(C)CN(S(=O)(=O)c4ccc(C)cc4)CC(C)(C2)C3=O)cc1 | 56%[activator] | -9% | -1% | 2% | -5% | 0% | 14% | 3% | 7%
CCCCN1C(=O)CN(C2CCCCCC2)C(=O)C1c1ccc(OCCC)c(OC)c1 (configuration not stated) | 5% | -2% | -11% | ? | i | -9% | 9%[57.1 µM] | -7% | -4%
CCOC(=O)Nc1ccc(S(=O)(=O)N2CCOCC2)cc1 | 36% | -11% | -8% | -30% | -8% | -2% | 15% | -1% | -7%
Nc1c(Cl)cc(N=Nc2ccccc2)cc1Cl | ? | -1% | 14µM* | -3% | 9% | -11% | -4% | -1% | 3%
COc1ccc(S(=O)(=O)NCc2c(-c3ccccc3)noc2C)c(OC)c1 | 13% | -8% | -16% | 297%[activator] | -9% | -11% | -1%[57.1 µM] | -5% | -13%

Some of these compounds in order of count of non-hydrogen atoms, descending.
SMILES | HP1b binding inh | RGS4 inhibitor | JMJD2A Tudor | ALOX12 inh | PGK inhibitor | GLS inh | TrxR1 inh | Pin1 inhibitor | ERG Ets-DNA blk
COc1cc(C(C)=O)ccc1COc1ccc(C(=O)OCC(=O)NC2CCS(=O)(=O)C2)cc1OC (configuration not stated) | 33% | -20% | -12% | -25% | 0% | -5% | 12%[57.1 µM] | 7% | -5%
Cc1ccc(S(=O)(=O)N2CC3(C)CN(S(=O)(=O)c4ccc(C)cc4)CC(C)(C2)C3=O)cc1 | 56%[activator] | -9% | -1% | 2% | -5% | 0% | 14% | 3% | 7%
CCC1(c2ccccc2)NC(=O)N(CC(=O)N(C)CC(=O)Nc2cccc(F)c2)C1=O (configuration not stated) | 46%[activator] | -6% | -3% | i | 0% | -1% | -8% | -5% | -7%
COc1ccc(S(=O)(=O)NCc2c(-c3ccccc3)noc2C)c(OC)c1 | 13% | -8% | -16% | 297%[activator] | -9% | -11% | -1%[57.1 µM] | -5% | -13%
Cc1noc(C)c1C(=O)OCC(=O)Nc1ccc(N2CCOCC2)cc1 | 26% | -29% | 0% | ? | 2% | 25% | 18% | -4% | 3%
CS(=O)c1ccccc1-c1nc(-c2ccc(Cl)cc2)no1 (configuration not stated) | 40%[activator] | 36% | -4% | -3% | 2% | -18% | 19%[57.1 µM] | 6% | -10%
COC(=O)c1scc(C)c1NC(=O)c1ccccc1F | 43%[activator] | -3% | -7% | 0% | -5% | -13% | -1%[57.1 µM] | 5% | 0%
Nc1c(Cl)cc(N=Nc2ccccc2)cc1Cl | ? | -1% | 14µM* | -3% | 9% | -11% | -4% | -1% | 3%
CCCCNCc1cc2ccccc2o1 | 3% | 9%[11.4 µM] | -11%[11.4 µM] | -4% | -2% | -3% | 13% | -23% | -7%

(more compounds)
SMILES | HP1b binding inh | RGS4 inhibitor | JMJD2A Tudor | ALOX12 inh | PGK inhibitor | GLS inh | TrxR1 inh | Pin1 inhibitor | ERG Ets-DNA blk
CCC(C(=O)NNC(=O)c1cnccn1)c1ccccc1 (configuration not stated) | 19% | 13% | -17% | 0% | -5% | 6% | -6% | -1% | 8%
O=C(Cc1cccs1)N1CCN=C1SCc1ccc(F)cc1 | 39%[activator] | 4% | 4% | -7% | 10% | 15% | 29%[57.1 µM] | 4% | -1%
O=C(CCSc1ccccc1Cl)Nc1cccc([N+](=O)[O-])c1 | -10% | -6% | -34% | -11% | i | -7% | 9%[57.1 µM] | 3% | 0%
CC(Sc1nc(N)cc(=O)[nH]1)C(=O)NCC(=O)Nc1ccc(F)c(F)c1F (configuration not stated) | 27% | 37% | -6% | -4% | -4% | 9% | 29% | 0% | 16%
CC12CCC(C(=O)OC3CCCCC3)(OC1=O)C2(C)C (configuration not stated) | 30% | -15% | 14% | 0% | -2% | -8% | 11% | 2% | 6%
COc1ccc(C(=O)NCCSCc2ccccc2)cc1OC | 18% | -4% | 3% | -26% | 0% | -5% | -16% | 1% | -4%
CN(C)CCCC1Sc2ccccc2Sc2ccccc21 (configuration not stated) | 71µM* | 1% | 20µM* | ? | i | -4% | 13%[57.1 µM] | -7% | 10%
COc1ccc(CC(=O)NNS(=O)(=O)c2ccc(F)cc2)cc1OC | 40%[activator] | 1% | 5% | -12% | i | 13% | 12% | -1% | -2%
CC(C)S(=O)(=O)N1CCCC(C(=O)c2cccc(Cl)c2)C1 (configuration not stated) | 54%[activator] | 18% | 3% | -14% | -1% | 3% | 5%[57.1 µM] | 7% | -3%
CNC1(C(N)=O)CCNCC1 | 44%[activator] | -14% | -14% | 6% | -5% | 6% | -15%[57.1 µM] | -3% | -5%
CC(=O)Nc1ccc(NC(=O)CC2Nc3cccc4cccc(c34)NC2=O)cc1 (configuration not stated) | 9% | -22% | -8% | -7% | i | 5% | -9% | -2% | 0%
Cc1cc2c(cc1S(=O)(=O)CCC(=O)Nc1cccc(C(F)(F)F)c1)OCC(=O)N2 | 14% | 5%[11.4 µM] | -24% | 0% | -9% | 19% | 19% | 2% | -11%
CCc1ccc(NC(=O)CC2C(=O)N(c3cccc(C)c3)C(=O)N2Cc2cccs2)cc1 (configuration not stated) | 22% | 10% | -18% | -17% | 3% | -3% | -12% | 1% | 0%
NC(N)=NS(=O)(=O)c1ccc(NC(=S)NC(=O)/C=C/c2cccs2)cc1 | 36% | 1% | -10% | -3% | -3% | -3% | 5%[57.1 µM] | 7% | 20%
O=C(NCCc1ccc(Cl)cc1)c1ccc(OCC2CCCO2)cc1 (configuration not stated) | 23% | 11% | -2% | 2% | 9% | 0% | 11% | -2% | 9%
O=C(NCc1ccccc1F)C1CCCN1C(=O)Nc1cccc(F)c1 (configuration not stated) | 31% | 2% | -5% | 19% | -5% | 15% | 8% | -2% | 2%
Cc1ccc(-c2nnn(CC(=O)N3CCN(c4nc5ccccc5s4)CC3)n2)cc1 | -7% | -2%[11.4 µM] | -6%[57.1 µM] | 0% | -8% | -7% | 15%[57.1 µM] | -1% | -5%
CC=Cc1cc(OC)c2c(c1)C(C)C(c1ccc(O)c(OC)c1)O2 (configuration not stated) | -20% | 2% | ? | ? | 17% | 8.9µM* | -47% | 2% | -1%
O=C(CCS(=O)(=O)c1cccc2nsnc12)NC1CCCCCC1 | 14% | -15% | -11% | ? | -4% | 4% | -12% | -9% | -7%
Cc1ccc(S(=O)(=O)c2c(Nc3cc(C)ccc3C)sc(C(=O)c3ccc4c(c3)OCO4)c2N)cc1 | 21%[57 µM] | -27% | -30% | -20% | i | -12% | -5%[57.1 µM] | 11% | 0%
